From PubChem
Mtb FBA inh = Mtb FBA enzyme inhibitors, primary screen, biochemical, fluorescence, strain H37Rv; Fructose-bisphosphate aldolase (Mycobacterium tuberculosis (strain ATCC 25618 / H37Rv)), …; purified M. tuberculosis FBA, fluorescence read-out; inhibition, % at 1 µM; actives 2.3% (n = 360,000); in the data active means inhibition above about 27%;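 further: 0% = vehicle and 100% = reference inhibitor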
Target sequence (P9WQA3 whole entry, looked up): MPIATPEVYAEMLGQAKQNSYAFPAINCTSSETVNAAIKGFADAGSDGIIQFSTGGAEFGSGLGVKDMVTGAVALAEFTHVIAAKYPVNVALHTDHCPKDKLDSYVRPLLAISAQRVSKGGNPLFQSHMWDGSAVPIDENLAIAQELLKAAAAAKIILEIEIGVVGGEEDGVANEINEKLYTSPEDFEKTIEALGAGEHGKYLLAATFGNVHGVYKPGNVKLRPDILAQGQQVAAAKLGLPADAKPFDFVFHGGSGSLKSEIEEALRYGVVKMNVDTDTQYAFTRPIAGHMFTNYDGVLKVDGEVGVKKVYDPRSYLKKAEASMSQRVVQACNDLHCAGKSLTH
Rv3671c inh = Rv3671c serine protease inhibitors, primary screen, biochemical, fluorescence polarization, M. tuberculosis H37Rv. P9WHR9. inhibition, % at 5.96 µM. actives 0.048% (n = 320,000); in the data active means inhibition above about 38%;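 further: extracellular domain of Rv3671c used as enzyme; 0% = enzyme with DMSO and 100% = no enzyme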
VHR inh abs = VHR1 phosphatase inhibitors, primary screen, biochemical, absorbance, uHTS | Dual specificity protein phosphatase 3 (Homo sapiens), P51452 | actives 0.52% (n = 290,000) | recombinant VHR phosphatase, pNPP absorbance | inhibition, % at 13.3 µM; in the data active means inhibition above about 50%; further: some compounds called inactive have numbers as strong as hits
Target sequence (P51452 whole entry, looked up): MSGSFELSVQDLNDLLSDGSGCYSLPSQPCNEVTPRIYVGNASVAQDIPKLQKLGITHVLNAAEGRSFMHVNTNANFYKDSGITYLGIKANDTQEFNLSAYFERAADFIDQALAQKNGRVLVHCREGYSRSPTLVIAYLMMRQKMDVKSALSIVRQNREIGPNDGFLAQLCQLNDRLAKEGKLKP
CCHFV vOTU inh = CCHFV vOTU protease inhibitors, primary screen, biochemical, Pep-AMC substrate, fluorescence. actives 0.55% (n = 370,000). inhibition, % at 11.5 µM. AID 651958, 2012. Crimean-Congo hemorrhagic fever virus L polyprotein viral ovarian tumor (vOTU) protease …; further: 0% = vehicle wells with enzyme and 100% = no enzyme wells
Mtb UGM inh = M. tuberculosis UGM enzyme inhibitors, primary screen, biochemical, fluorescence polarization, single point | UDP-galactopyranose mutase (Mycobacterium tuberculosis (strain ATCC 25618 / H37Rv)), … | purified UGM, fluorescence polarization probe displacement | inhibition, % at 10 µM | actives 0.06% (n = 320,000); in the data active means inhibition above about 10%, passing the limit was not always enough; inconclusive means no clear call, values can overlap the other calls
Target sequence (P9WIQ1 whole entry, looked up): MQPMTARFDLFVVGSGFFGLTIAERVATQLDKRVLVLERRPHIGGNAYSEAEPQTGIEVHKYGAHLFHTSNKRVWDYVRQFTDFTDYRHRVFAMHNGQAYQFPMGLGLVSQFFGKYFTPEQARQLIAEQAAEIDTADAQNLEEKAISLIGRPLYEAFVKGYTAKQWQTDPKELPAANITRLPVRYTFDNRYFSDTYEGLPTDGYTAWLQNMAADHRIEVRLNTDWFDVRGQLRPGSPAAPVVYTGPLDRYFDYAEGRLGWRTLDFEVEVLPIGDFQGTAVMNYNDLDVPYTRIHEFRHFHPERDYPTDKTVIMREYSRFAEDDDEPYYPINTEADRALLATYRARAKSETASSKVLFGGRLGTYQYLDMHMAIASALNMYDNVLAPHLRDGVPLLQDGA
MazF activator = activators of E. coli MazEF toxin-antitoxin RNase, primary screen, biochemical, fluorescence, uHTS. FAM/BHQ RNA-DNA oligo cleavage fluorescence, 5 h. Endoribonuclease toxin MazF (Escherichia coli (strain K12)), P0AE70. actives 0.32% (n = 350,000). activation, % at 20 µM; in the data active means activation above about 50%
Target sequence (P0AE70 whole entry, looked up): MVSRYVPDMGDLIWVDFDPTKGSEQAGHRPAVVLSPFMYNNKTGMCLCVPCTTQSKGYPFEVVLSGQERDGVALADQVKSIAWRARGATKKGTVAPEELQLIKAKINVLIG
BoNT F protease = BoNT/F light chain protease inhibitors, primary screen, biochemical, flow cytometry, MLPCN library | actives 0.22% (n = 360,000) | Multiplex microsphere protease cleavage assay | Botulinum neurotoxin type F light chain protease (Clostridium botulinum) | AID 588497, 2011 | inhibition, % at 10 µM; in the data active means inhibition above about 35%, passing the limit was not always enough; inconclusive means no clear call, values can overlap the other calls; further: plate controls were buffer without enzyme for full effect and enzyme alone for no effect
GDH-TPI counter = GDH-TPI coupling enzyme inhibitors, primary screen, artefact control for M. tuberculosis FBA inhibitor project, biochemical, absorbance, full deck; GDH-TPI coupled enzyme counterscreen, NADH absorbance; inhibition, % at 4.8 µM; actives 1.2% (n = 360,000);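 further: 0% = DMSO wells and 100% = wells lacking the enzyme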
Mtb BioA inh = M. tuberculosis BioA enzyme inhibitors, primary screen, biochemical, plate reader, single point, HTS. purified M. tuberculosis BioA enzyme. AID 602481, 2012. actives 0.096% (n = 360,000). inhibition, % at 9.99 µM. 7,8-diaminopelargonic acid synthase BioA (Mycobacterium tuberculosis); in the data active means inhibition above about 40%; inconclusive means no clear call, values can overlap the other calls
FadD28 FP inh = inhibitors of FadD28 bisubstrate probe binding, primary screen, biochemical, fluorescence polarization, single point. Mycobacterium tuberculosis FadD28 fatty-acid-AMP ligase. inhibition, % at 12.5 µM. actives 0.22% (n = 360,000). AID 588549, 2011; in the data active means inhibition above about 8.5%, passing the limit was not always enough; inconclusive means no clear call, values can overlap the other calls
* marks the source's active call; other numbers are inactive results; u = inconclusive; x = not tested or not shown; & = joins results of further samples. Unless noted, no stated cut-off is given here; in the data, active means inhibition above about 30%; inactive means the rest. Outcome played no part in choosing rows; 4.9% or so of the library scored in one or more.

SMILES	Mtb FBA inh	Rv3671c inh	VHR inh abs	CCHFV vOTU inh	Mtb UGM inh	MazF activator	BoNT F protease	GDH-TPI counter	Mtb BioA inh	FadD28 FP inh
CCC(CC)C(=O)Nc1nnc(S(=O)(=O)N2CCc3ccccc32)s1	3	5	6	-7	-2.4	-1	-1	7	-0.7	-2.7
CCOc1ccccc1NC(=O)C(OC(=O)c1ccc(CC)cc1)c1ccccc1 (stereo not drawn)	4	-6	-8	-2	-1.2	-10	-1	12	x	2.5
COC(=O)c1ccc(C(NC(=O)OCc2ccccc2)/C(F)=C/[C@@H](C)C(=O)NCc2ccc(OC)c(OC)c2)cc1 (stereo partly drawn)	0	-4	12	2	-1.0	2	-12	-11	0.0	-3.0
COc1ccc(CC(=O)O/N=C(\N)c2cccc([N+](=O)[O-])c2)cc1	-1	3	-4	2	1.4	-3	0	-3	-0.3	-2.7
COc1ccc(CCn2c(=S)[nH]c3cc(C(=O)N4CCOCC4)ccc3c2=O)cc1OC	-3	1	4	-6	-4.0	5	-1	2	x	-3.3
CCC(NC(=O)C1(C)CC1(Br)Br)c1ccc(C)cc1 (stereo not drawn)	-2	-2	8	4	-0.5	7	7	-8	-2.2	-4.6
CC(=O)Nc1ccc2c(c1)CCCC2=O	-1	3	8	-10	3.1	-1	-5	3	0.4	-4.0
CCOC(=O)C1=C(C)NC(C)=C(C(=O)OCC)C1	4&0	6&-7	-3&34	-7&-18	-0.8&0.6	-3&-18	u	-4&1	-0.2&-1.5	-0.7&-17
CCCCCn1c(=NC(=O)c2ccco2)c(C(=O)OCC)cc2c(=O)n3ccccc3nc21	144*	-9	-4	-134&-132	2.4	11&0	-2&14	10&16	10	-4.8&-0.7
CC(C)(C)NC(=O)C(c1ccncc1)N(Cc1ccco1)C(=O)c1ccc(-c2ccccc2)[nH]1 (stereo not drawn)	2	-12	7	1	4.4	2	-5	10	x	-1.0
COC(=O)c1ccc2c(c1)N(C)S(=O)(=O)c1cnc(SCC(=O)C(C)(C)C)nc1-2	-1	-9	14	-7	3.0	8	x	0	2.7	-1.7
Cc1ccc(CNC(=O)C2CCN(S(=O)(=O)c3c(C)noc3/C=C/N(C)C)CC2)cc1	-5	-17	-5	15	-4.8	4	5	23	-0.3	1.1
CCOc1ccccc1N(CC(=O)Nc1ccccc1Br)S(=O)(=O)c1ccccc1	-5	x	x	-12	x	2	7	-4	0.2	-7.6
Cc1cc(C)c([N+](=O)[O-])cc1NCC(=O)N1CCN(c2ccccc2)CC1	-4	-3	10	-2	-1.1	11	-2	-7	x	-5.5
COc1ccc(NC(=O)c2cc(C)nc3ccccc23)cc1S(=O)(=O)N1CCOCC1	2	-3	x	-4	-0.1	8	0	6	0.6	-2.3
CCc1nnc(NC(=O)c2ccc(S(=O)(=O)N(C)c3ccccc3)cc2)o1	3	7	8	2	-1.0	-1	-9	0	x	0.7
O=C(O)C1OC(Oc2c(-c3ccc(O)c(O)c3)oc3cc(O)cc(O)c3c2=O)C(O)C(O)C1O (stereo not drawn)	x	8	-26	x	-2.9	6	x	x	x	x
COc1ccc(-c2csc3ncnc(N4CCN(c5ccccc5Cl)CC4)c23)cc1	-1	-15	-6	5	-2.0	-13	0	0	-0.4	-3.5
COc1ccc(S(=O)(=O)Nc2ccc(S(=O)(=O)Nc3cc(C)nc(C)n3)cc2)cc1OC	18	-8	16	4	-0.5	7	3	-5	-1.6	-2.3
CCOc1cc(N2CCOCC2)c(OCC)cc1NC(=O)CSc1ncn[nH]1	10	-6	2	4	1.0	4	-4	3	x	-2.6
CC1(C)CC(NC(=O)c2ccc(Cl)c(Cl)c2)CC(C)(C)N1	13	3	17	-2	-0.7	4	-156	4	-0.8	-0.9
COc1ccc(NC(=O)c2cc3cccc(OC)c3oc2=Nc2ccc(C(=O)O)cc2)cc1OC	2	x	10	6	x	-11	-2	-3	x	-1.5
O=C(NNC(=O)C1CC1)c1ccccc1[N+](=O)[O-]	-4	x	-2	-5	-2.3	-7	-9	7	-1.1	-4.9
Cc1cc(-c2cc(C(=O)O)c3ccccc3n2)c(C)s1	-3	1	7	0	-0.9	1	2	-3	x	-10
Cc1ccc(NS(=O)(=O)c2cc(-c3n[nH]c(=O)c4ccccc34)ccc2C)cc1	-1	-25	3	-16	3.3	-7	-2	9	x	-17
Next compounds:
SMILES	Mtb FBA inh	Rv3671c inh	VHR inh abs	CCHFV vOTU inh	Mtb UGM inh	MazF activator	BoNT F protease	GDH-TPI counter	Mtb BioA inh	FadD28 FP inh
O=c1c2ccccc2cnn1-c1ccc2ccccc2c1	0	3	23	-6	-1.1	3	-10	-4	0.2	-1.7
CC(C)OC(=O)CSc1nnc(-c2ccncc2)n1N	-4	-23	1	10	2.4	-6	1	0	1.2	-4.5
O=S(=O)(Nc1nc2ccccc2nc1NCC1CCCO1)c1cccc(Cl)c1 (stereo not drawn)	3	9	22	-7	1.0	-5	-3	13	-0.1	1.5
COc1ccc2[nH]c3c(N4CCN(Cc5ccc6c(c5)OCO6)CC4)ncnc3c2c1	35*	20	-20	-13	-0.1	7	12	17	1.1	-2.5
C/C(=N\NC(=O)c1ccccc1)c1ccc(-n2ccnc2)cc1	-4	7	-4	5	-1.0	-3	-5	4	x	-0.4
CCC(C)NC(=O)c1ccccc1-c1nc2ccccc2[nH]1 (stereo not drawn)	5	-2	4	2	-0.8	0	2	6	x	0.3
COc1cccc(C(=O)N2CCC(N3CC(C)OC(C)C3)CC2)c1 (stereo not drawn)	-4	-3	5	-2	2.5	4	-4	-1	x	-2.7
CCOC(=O)c1c(N)sc(C(=O)Nc2ccccc2F)c1C	-4	1	22	-6	0.3	4	-2	5	0.6	-3.0
CCOc1ccc(S(=O)(=O)N(CC)CC)cc1NS(=O)(=O)c1ccc(F)c(F)c1F	6	1	-4	17	0.6	-9	-4	0	x	-2.2
CCOC(=O)C1=CN(c2cccc(F)c2)C=C(C(=O)OCC)C1c1cc(OC)c(O)c([N+](=O)[O-])c1	0	-5	22	-8	7.7	-7	-2	9	6.1	-2.2
Cc1occc1C(=O)N1CCC2(CC1)OCCO2	2	7	24	-3	-3.0	-4	-1	-4	-2.0	-2.7
COc1ccc(NC(=O)C2CCCCN2S(=O)(=O)c2ccccc2)cc1S(=O)(=O)N1CCOCC1 (stereo not drawn)	0	x	x	-9	x	3	-12	5	-2.7	-4.3
CC(C)(C)c1ccccc1NC(=O)C1=COCCO1	-2	11	x	2	2.4	3	x	1	-1.4	-0.6
Cc1cc(C)nc(SCc2nnc(SCC(=O)Nc3ccc(C)c(C)c3)n2Cc2ccco2)n1	-6	-11	-8	12	-1.5	4	8	8	-1.3	-2.7
CSc1nc2cc(S(=O)(=O)N3CCOCC3)ccc2s1	1	11	13	3	1.1	1	-12	12	x	0.0
CC(=O)Nc1ccc(S(=O)(=O)N(C)CC(=O)OCC(=O)N2CCCC2=O)cc1	1	-6	x	12	-1.5	0	-8	10	x	-2.6
CCCCOC(=O)c1nc[nH]c1C(=O)OCCCC	-1	7	29	3	6.0	10	-3	0	x	-3.3
COc1cc(C(=O)N2CCN(S(=O)(=O)c3ccc(Cl)cc3)CC2)ccc1OCC(=O)N1CCOCC1	3	x	x	2	x	-6	1	10	-2.5	-0.2
NC(=O)c1c(N)sc(=S)n1CC1CCCO1 (stereo not drawn)	-1	-4	-9	3	1.0	7	5	23	-1.9	0.7
Cc1ccc(C(=O)Nc2ccc(Br)c(C(F)(F)F)c2)cc1	-4	-92	13	13	2.2	23	-4	17	-1.3	-2.3
CC1(C)CC(=O)C=C(C(=O)N2CCCC(CCC(=O)NCc3ccccc3F)C2)O1 (stereo not drawn)	3	3	13	-16	-2.9	-2	-5	7	-0.7	-0.2
CCC(=O)Nc1c(C)nn(C(=O)CC)c1C	1	-6	-14	0	-1.1	1	1	5	-0.5	-0.9
CCOC(=O)c1c(NC(=O)Cn2cnc([N+](=O)[O-])n2)sc2c1CCCC2	2	-13	13	-3	0.5	-3	21	3	x	-0.7
Cc1[nH]c2ccccc2c1C(=O)CN1C(=O)C(=O)N(Cc2ccco2)C1=O	3	-8	33	-1	1.7	4	2	-5	x	-3.1
O=C(NCCCN1CCCC1=O)c1c(O)nc2sccn2c1=O	-2	-5	x	-5	-2.1	0	u	0	-0.4	0.0
Carrying on.
SMILES	Mtb FBA inh	Rv3671c inh	VHR inh abs	CCHFV vOTU inh	Mtb UGM inh	MazF activator	BoNT F protease	GDH-TPI counter	Mtb BioA inh	FadD28 FP inh
COC(=O)C(Cc1ccccc1)NC(=O)CNC(=O)c1ccccc1OC (stereo not drawn)	-1	-9	1	2	3.1	5	-18	-5	0.2	-2.2
CC12CCC(C(=O)NCC3CCCO3)(OC1=O)C2(C)C (stereo not drawn)	0	-1	4	14	0.4	12	10	8	-1.2	-1.2
O=c1c([N+](=O)[O-])c(N2CCOCC2)c2ccccc2n1-c1ccccc1	5	-5	8	8	-2.0	-3	-5	4	x	-0.5
CC(=O)Nc1cccc(C(=O)Nc2ccc(S(=O)(=O)NC3=NCCCCC3)cc2)c1	0	1	x	8	-1.3	8	u	0	x	-1.1
O=C(O)CSC1c2ccccc2C(=O)N1Cc1ccccc1 (stereo not drawn)	3	8	8	-16	-1.1	9	4	12	1.7	-0.6
O=C(Nc1ccc(-c2nc3ccccc3[nH]2)cc1)c1ccco1	-1	-16	-18	x	-0.8	2	9	42*	0.6	-20
COc1ccc(NC(=O)c2cc3c(Cl)nc4ccccc4c3s2)cc1OC	-1	-24	1	-8	-2.9	4	-5	12	-1.0	-4.0
Cc1csc(NC(=O)c2nc3nc(C)cc(C)n3n2)n1	2	-1	-6	13	-1.1	5	-8	22	-0.9	-1.2
CCOc1ccc2ccccc2c1/C=N/n1cncn1	-13	-3	2	-16	1.5	6	-1	-1	1.0	-3.5
CCC(C)c1ccccc1N=Cc1ccc2c(c1)OCO2 (stereo not drawn)	1	6	1	3	-3.4	-1	1	-12	-0.7	-3.6
COc1ccc(N2C(=O)CC(NNC(=O)c3cccnc3)C2=O)cc1 (stereo not drawn)	-1	6	1	-7	1.8	3	u	5	0.9	-3.6
O=C(Nc1ccc(S(=O)(=O)Nc2nccs2)cc1)c1cnc(Cl)c(Cl)c1	0	-18	15	-4	2.8	-18	6	6	x	-2.5
CC(C)(C)c1ccc(-n2ncc3c2CCCC3NC(=O)CCn2cncn2)cc1 (stereo not drawn)	1	-9	14	4	-0.3	4	-5	2	0.0	-0.1
CC(C)Oc1ccc(CNC2CCOC(C)(C)C2)cc1 (stereo not drawn)	1	2	22	2	-1.4	5	2	3	-3.1	-1.7

Structural class: the entries above containing a COOH group.
SMILES	Mtb FBA inh	Rv3671c inh	VHR inh abs	CCHFV vOTU inh	Mtb UGM inh	MazF activator	BoNT F protease	GDH-TPI counter	Mtb BioA inh	FadD28 FP inh
O=C(O)C1OC(Oc2c(-c3ccc(O)c(O)c3)oc3cc(O)cc(O)c3c2=O)C(O)C(O)C1O (stereo not drawn)	x	8	-26	x	-2.9	6	x	x	x	x
COc1ccc(NC(=O)c2cc3cccc(OC)c3oc2=Nc2ccc(C(=O)O)cc2)cc1OC	2	x	10	6	x	-11	-2	-3	x	-1.5
Cc1cc(-c2cc(C(=O)O)c3ccccc3n2)c(C)s1	-3	1	7	0	-0.9	1	2	-3	x	-10
O=C(O)CSC1c2ccccc2C(=O)N1Cc1ccccc1 (stereo not drawn)	3	8	8	-16	-1.1	9	4	12	1.7	-0.6
